PLK1 PBD inh = PLK1 (human) polo-box domain binding inhibition; P53350; Potency, µM, for the others: max response, negative = inhibition, actives largely listed as inhibitors; hit rate 2.8% among 360,000; Plk1 PBD binding of FITC phosphopeptide, fluorescence polarization; further: potency means the concentration at half of the fitted maximal effect; series mostly up to about 57 µM; on the % scale 0 is the no-effect control and ±100 the full control effect; nearly all actives have a fitted effect of over 65% in size
IL-2 act = activates IL-2 in a cell-based reporter assay. IL-2 activation reporter assay, cell-based qHTS; stimulated with anti-CD3/CD4/CD28 beads; in transgenic mouse T cells. activation, % (series mostly up to about 46 µM). hit rate 0.065% among 360,000. AID 652025; in the data active means activation above about 50%; inconclusive means mostly about 30% to 49%; further: 0% is about no effect
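Quantitative HTS in unstimulated transgenic mouse T cells, with memory T cells as non-tolerant control and PMA/ionomycin as tolerance-bypass control. Compound pretreatment lasted 60 minutes before 18 h bead stimulation; EGFP/DsRed fluorescence read.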
CCT modulator = modulators of cytosolic chaperonin (CCT/TRiC) activity; purified chaperonin ATPase assay, HTRF ADP detection, 30 min; activity change, % (no concentration beside the values), hits read low; hit rate 0.3% among 360,000; in the data active means activity change below about -30%; further: on the % scale 0 is the no-effect control and ±100 the full control effect
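Enzyme 40 or 20 nM (batch-dependent) in Tris pH 7.4/KCl/MgCl2/DTT; cpd 76 uM single point; ATP 10 uM; 30 min 37 °C; Transcreener ADP HTRF detection, 30 min RT; ratio 665/615.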
EPAC1 antagonist = antagonists of human EPAC1 | O95398 | EPAC1 GEF assay, Rap1b-BODIPY-GDP exchange fluorescence | Potency, µM (titrated, usually from 115 µM), without a hit: top-dose activity change, negative = inhibition, most hits filed as inhibitors | hit rate 0.14% among 360,000;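 further: potency means the concentration at half of the fitted maximal effect; plate controls were vehicle for no effect and positive control for full effect; nearly all actives have a fitted effect of over 50% in size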
PI5P4Ka inh = inhibitors of human PI5P4K alpha. P48426. PI5P4Kalpha enzyme, ADP-Glo luminescence, 60 min; active compounds read low. max response, %. hit rate 1.2% among 330,000; active means max response of -50% or lower; inconclusive means between -30% and -50%; inactive means -30% or higher; further: value at the top dose of about 77 µM; on the % scale 0 is the no-effect control and ±100 the full control effect
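ADP-Glo luminescence end-point read after a 60 min room-temperature kinase reaction of PI5P4Kalpha plus substrate, initiated with ATP at 5 microM final. Buffer: 0.038 M HEPES pH 7.4, EGTA, 0.1% CHAPS, 5% DMSO.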
WRN helicase inh = inhibitors of human WRN helicase | Q14191 | hit rate 0.46% among 360,000 | WRN helicase unwinding, fluorescent forked duplex, kinetic | Potency, µM (series often up to 114 µM), without a hit: at the top dose activity change, negative = inhibition, actives largely listed as inhibitors; further: potency means the concentration at half of the fitted maximal effect; on the % scale 0 is the no-effect control and ±100 the full control effect; nearly all actives have a fitted effect of over 55% in size
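WRN at 20 nM final was preincubated with compound for 15 min at room temperature; reaction started with 100 nM forked duplex oligonucleotide carrying fluorophore and quencher plus 2 mM ATP (final). Unwinding followed kinetically by red fluorescence (ex 525/em 598 nm).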
EPAC2 ag = activates human EPAC2 exchange factor | Q8WZA2 | EPAC2 activation, biochemical qHTS; response scale: 100% = 6.5 mM cAMP response | Potency, µM (highest dose often 154 µM), for inactives: at the top dose activation, usual class: activators | hit rate 0.079% among 360,000 | AID 720711; further: potency means the concentration at half of the fitted maximal effect; nearly all actives have a fitted effect of over 50% in size
Target sequence (Q8WZA2 whole entry, looked up): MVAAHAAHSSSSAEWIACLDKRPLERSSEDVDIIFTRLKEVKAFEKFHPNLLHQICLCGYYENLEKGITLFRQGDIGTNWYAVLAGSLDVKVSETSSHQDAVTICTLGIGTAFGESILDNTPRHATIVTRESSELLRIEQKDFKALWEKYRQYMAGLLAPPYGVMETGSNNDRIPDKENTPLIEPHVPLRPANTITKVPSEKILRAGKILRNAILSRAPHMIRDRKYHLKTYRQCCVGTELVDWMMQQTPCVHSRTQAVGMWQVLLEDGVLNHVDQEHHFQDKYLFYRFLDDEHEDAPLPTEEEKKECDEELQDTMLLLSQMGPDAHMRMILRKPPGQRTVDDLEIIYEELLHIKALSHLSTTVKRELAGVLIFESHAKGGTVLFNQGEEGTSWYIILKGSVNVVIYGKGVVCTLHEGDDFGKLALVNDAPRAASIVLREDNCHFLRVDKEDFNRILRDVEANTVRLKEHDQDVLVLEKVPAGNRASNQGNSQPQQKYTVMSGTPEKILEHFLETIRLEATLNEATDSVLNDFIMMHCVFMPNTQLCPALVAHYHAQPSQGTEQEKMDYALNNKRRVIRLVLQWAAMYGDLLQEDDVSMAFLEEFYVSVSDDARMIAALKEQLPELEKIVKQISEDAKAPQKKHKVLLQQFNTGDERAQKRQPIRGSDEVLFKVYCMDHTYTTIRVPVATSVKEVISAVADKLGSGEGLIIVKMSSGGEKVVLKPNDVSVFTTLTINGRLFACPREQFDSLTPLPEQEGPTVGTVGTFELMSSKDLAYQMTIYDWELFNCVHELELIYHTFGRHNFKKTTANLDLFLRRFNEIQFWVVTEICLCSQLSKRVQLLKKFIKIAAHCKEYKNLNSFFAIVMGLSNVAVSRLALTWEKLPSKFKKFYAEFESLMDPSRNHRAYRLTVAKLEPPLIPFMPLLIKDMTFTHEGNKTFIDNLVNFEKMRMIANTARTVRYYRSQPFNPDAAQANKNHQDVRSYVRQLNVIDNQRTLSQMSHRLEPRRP
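Exchange assay: 100 nM EPAC2 with 250 nM Rap1B-BODIPY-GDP and 50 uM GDP. Fluorescence (ex 480/em 540 nm) read every 5 min for 30 min at room temperature. Data normalized to 6.5 mM cAMP as agonist control.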
EPAC1 ag = agonists of human EPAC1; O95398; hit rate 0.073% among 360,000; Potency, µM (series often up to 154 µM), without a hit: at the highest dose activation, hits mostly activators; EPAC1 agonist qHTS, biochemical assay; response scale: 100% = response to 6.5 mM cAMP; AID 720707; further: potency means the concentration at half of the fitted maximal effect; nearly all actives have a fitted effect of over 60% in size
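Compounds were pinned as a concentration titration into mixtures of EPAC1 (100 nM), BODIPY-GDP-loaded Rap1B (250 nM) and GDP (50 uM). After 5 min at room temperature, fluorescence was followed for 30 min; activity was scaled to 6.5 mM cAMP.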
Starred values were filed as active, the others as inactive; ? = inconclusive; nt = no result given; [ ] = remark or other dose. Unless noted, the call rests on the fitted dose curve; in most records, active means well fitted curve in the direction sought with a large enough effect; inconclusive means small, poorly fitted or top-dose-only effect, or another doubt; inactive means no such curve, though single readings can be large; an effect the other way counts as inactive or inconclusive.

| Structure | PLK1 PBD inh | IL-2 act | CCT modulator | EPAC1 antagonist | PI5P4Ka inh | WRN helicase inh | EPAC2 ag | EPAC1 ag |
| --- | --- | --- | --- | --- | --- | --- | --- | --- |
| CCc1cccc(CC)c1NC(=O)C[n+]1cccc(C(N)=O)c1 | -16% | 0.8 | -1.9 | 4% | 0 | -2% | 5% | 4% |
| CCCCC12CN3CC(C)(CN(C1)C31C(=O)N(C)c3ccc(C)cc31)C2=O (stereo unspecified) | -2% | -1.2 | -1.5 | 1% | nt | 0% | 0% | 3% |
| CC(=O)c1cc(C#N)c(SCC(=O)OC(C)(C)C)nc1C | -10% | -0.5 | -2.0 | -3% | 2 | -15% | 6% | -8% |
| CC(C)CCNC(=O)C1CCN(Cc2cccc(OCc3ccccc3)c2)CC1 | -13% | -0.4 | -0.5 | -10% | 0 | -6% | -1% | 5% |
| Nn1c(SCC(=O)N2CCOCC2)nnc1C1CC1 | -8% | 1.4 | -1.7 | 10% | 4 | -7% | 14% | 4% |
| NNC(=O)CCc1ccc(S(=O)(=O)N2CCOCC2)cc1 | 1% | -0.4 | 1.8 | 22% | 5 | 4% | 2% | 4% |
| CCOC(=O)CSc1ccc(S(=O)(=O)N(CC)CC)cc1[N+](=O)[O-] | -9% | -1.8 | 1.1 | 3% | 5 | -2% | 5% | 9% |
| COc1ccc2cc(C(=O)NCCO)sc(=O)c2c1OC | -1% | -0.4 | -2.4 | 13% | 3 | -6% | -1% | -2% |
| O=C(Nc1ccccc1)OC1C2CCC1C(N1CCCCC1)CC2 (stereo unspecified) | -3% | -0.4 | -2.6 | 0% | 6 | -1% | 5% | 2% |
| COc1cc(NS(=O)(=O)c2ccc(N/C=C\C(=O)c3ccc(C)cc3)cc2)nc(OC)n1 | 3.4µM* | -1.1 | 0.3 | 4% | ? | -29% | -5% | -15% |
| Cc1[nH]c(=S)c(C#N)c(C)c1CCC#N | ? | -0.1 | 0.3 | 0% | -13 | -6% | 12% | -1% |
| Cc1cc(OCC(=O)NCC(c2cccs2)N2CCOCC2)ccc1C(C)C (stereo unspecified) | -14% | -4.1 | -19 | -6% | 15 | 3% | 7% | 0% |
| CCOC(=O)c1oc2ccc(Br)cc2c1NC(=O)CN1CCN(C)CC1 | -3% | -3.6 | -2.1 | 5% | -1 | 4% | 0% | -2% |
| CC1CCC(NC(=O)COC(=O)c2ccc3ncsc3c2)CC1 (stereo unspecified) | -5% | 2.8 | -0.9 | -7% | -8 | 13% | 8% | -4% |
| Cc1nn(Cc2ccccc2)c(C)c1C(=O)NCCN1C(=O)S/C(=C\c2ccc(F)cc2)C1=O | -5% | 0.5 | -1.9 | 1% | 2 | 2% | -5% | -6% |
| COc1ccccc1OCCNC(=O)c1cccc(S(=O)(=O)N2CCN(C)CC2)c1 | 1% | 0.1 | 1.2 | 10% | -1 | ? | 24% | 4% |
| O=C(N=Nc1c(O)[nH]c2ccc([N+](=O)[O-])cc12)c1ccccc1[N+](=O)[O-] | -6% | 1.0 | 1.7 | 14% | -19 | -11% | -5% | 7% |
| O=C1OC(c2ccccc2)C2(CCCC2)C(=O)C12CCCC2 (stereo unspecified) | -5% | 0.0 | -1.2 | -1% | 1 | 5% | 5% | 6% |
| Cc1csc(SCC(=O)NC(=O)NC(C)C)n1 | -16% | 0.6 | -1.0 | 2% | 6 | -8% | 4% | 9% |
| Cc1nn(C)c(Cl)c1CN1CCN(C2CCCC2)C(CCO)C1 (stereo unspecified) | 4% | 3.1 | -2.0 | -11% | -2 | -2% | -1% | 4% |
| CCCN(C(=O)COC(=O)c1nc2nccc(C)n2n1)C1CCS(=O)(=O)C1 (stereo unspecified) | 24µM* | 1.5 | 1.0 | -14% | 0 | 1% | -3% | -7% |
| CN1c2ccccc2C(C)(C)C12CC(c1cccc(S(=O)(=O)N3CCCC3)c1)=NO2 (stereo unspecified) | 12% | -0.5 | 0.7 | 12% | 8 | 1% | 17% | 15% |
| O=C(CCN=C1NS(=O)(=O)c2ccccc21)OCc1nnc(-c2ccccc2)o1 | -1% | -4.5 | -2.7 | 8% | 4 | -10% | -2% | 8% |
| COc1ccc(S(=O)(=O)N2CCC(NC(=O)c3cccc(F)c3)CC2)cc1 | -3% | 0.7 | -1.2 | 1% | 3 | 0% | 5% | -3% |
| O=C(COC(=O)/C=C/c1ccc(F)cc1)NC1CC1 | -12% | 0.2 | -1.2 | 1% | 4 | ? | 12% | 4% |
| CCc1ccccc1NC(=S)N1CCNC(=O)C1CC(=O)OC (stereo unspecified) | 21µM* | 0.6 | 1.6 | ? | -9 | -31% | 7% | 16% |
| COc1cc2c(c(OC)c1OC)-c1ccc(SC)c(=O)cc1C(NC(=O)C(F)(F)F)CC2 (stereo unspecified) | 0% | 3.7 | -2.5 | -22% | 15 | -6% | 2% | 5% |
| CC(=O)C1=C(O)C(=O)N(C)C1c1ccccc1F (stereo unspecified) | -6% | 0.2 | 0.9 | 7% | -9 | 3% | 3% | 0% |
| c1nnnn1C12CC3CC(CC(C3)C1)C2 | 3% | 1.4 | 0.0 | 1% | 3 | 5% | 4% | -2% |
| CCc1cc2c(=O)c(-c3nc4ccccc4n3C)coc2c(CN2CCCCC2)c1O | 5% | 1.1 | 1.1 | 11% | -5 | -12% | 1% | -3% |
| Cc1ccccc1NS(=O)(=O)c1ccc(OCC(=O)NCC2CCCO2)cc1 (stereo unspecified) | -3% | -1.3 | -0.1 | 9% | 1 | -35% | 18% | 4% |
| COc1ccc(/C=N/Nc2nc(Nc3ccccc3)nc(N3CCCCC3)n2)cc1OC | -9% | -2.4 | -1.1 | -13% | -4 | -10% | 1% | 4% |
| COc1ccc(-c2nnc(NC(=O)CS(=O)(=O)c3ccc(F)cc3)o2)cc1 | -10% | -0.3 | 1.2 | 3% | -20 | -8% | 9% | 29% |
| Cc1ccc(N2CCN(c3ccc(NCc4nc5ccccc5n4C)cc3)CC2)cc1 | -8% | -4.2 | 0.6 | -23% | -1 | -16% | 11% | 1% |
| Cc1csc(SC(C)C(=O)Nc2ccccc2C)n1 (stereo unspecified) | 4% | 0.5 | 1.5 | 1% | -3 | 4% | 0% | -1% |
| CCOc1cccc(CNCCNC(=O)c2nonc2N)c1 | -8% | -2.8 | -2.3 | 12% | nt | 7% | 7% | 9% |
| O=C(COc1cccc2cccnc12)Nc1cccc(S(=O)(=O)N2CCCC2)c1 | 0% | -0.9 | 0.5 | -15% | ? | -5% | 8% | 4% |
| CN(C(=O)Cc1c(C(=O)O)n(C)c2ccccc12)c1ccc(Cl)cc1 | -5% | -2.1 | -2.5 | -11% | 7 | 2% | 3% | 5% |
| O=S(=O)(c1ccc2c(c1)CCN2)N1CCOCC1 | -4% | 0.0 | 0.0 | 3% | 0 | -6% | 0% | 8% |
| Cc1ccc2c(c1)N(C(=O)CCC(=O)N1CCc3ccccc3C1)CCO2 | 0% | 0.1 | 0.7 | -8% | -3 | -2% | 8% | 0% |
| COc1cc(C(=O)Nc2ccc3c(c2)nc(C)n3C)cc(OC)c1OC | 3% | 0.6 | 1.7 | 7% | 3 | -4% | 0% | -1% |
| O=C(O)CNC(=O)c1ccc(NC(=O)/C(=C/c2cccc([N+](=O)[O-])c2)NC(=O)c2ccco2)cc1 | -10% | -1.1 | 0.6 | -16% | -6 | ? | 4% | -1% |
| Cc1cc(Cl)ccc1OC(C)C(=O)Nc1ccc(C(=O)Nc2ccccc2C(=O)O)cc1 (stereo unspecified) | ? | -1.7 | 0.3 | -6% | ? | -23% | 0% | 4% |
| O=C(CCc1ccccc1)Nc1ccccc1C(=O)N1CCOCC1 | -7% | 0.0 | -2.7 | -13% | 4 | 5% | 10% | 8% |
| O=C(CCN1C(=O)C2C3C=CC(C3)C2C1=O)Oc1ccc2ccccc2c1 (stereo unspecified) | -5% | -0.1 | -1.9 | -10% | -10 | -3% | 12% | 6% |
| COc1ccc(S(=O)(=O)NC(CC(=O)NCCc2ccc(OC)c(OC)c2)C(C)C)cc1 (stereo unspecified) | -2% | 2.0 | -1.5 | -29% | 1 | 0% | 1% | 2% |
| Cc1ccc(S(=O)(=O)CCC(=O)OCC(=O)c2c(C)[nH]c3ccccc23)cc1 | 5% | -0.3 | -2.0 | 13% | 2 | -16%[57.1 µM] | -3% | 0% |
| COc1cc2c(cc1OC)C(c1ccc(Br)cc1)NCC2 (stereo unspecified) | -19% | -0.3 | -0.8 | 6% | -2 | 8% | 7% | 12% |
| COc1ccc(Cc2nnc3c4cnn(C)c4ncn23)cc1 | 0% | -2.8 | 0.4 | 14% | nt | -12% | 4% | -5% |
| CC(C)N(Cc1ccccc1)C(=S)Nc1ccc(OC(F)F)cc1 | -5% | 0.0 | 0.5 | -7% | -1 | -15% | 19% | -2% |
| O=C1c2ccccc2C(=O)N1CCc1nc(-c2ccc(Cl)cc2)no1 | -1% | 0.3 | -0.1 | 2% | 0 | -3% | 5% | 15% |
| Cc1nc2sc(C(=O)c3ccccc3)c(N)c2c(C)c1C | -15% | 0.4 | -2.5 | -21% | 8 | -10% | 5% | -7% |
| O=C(O)CC1(CC(=O)NCc2ccc(Cl)cc2)CCCCC1 | -11% | 0.0 | -0.4 | 10% | 4 | -1% | 7% | -1% |
| CCOC(=O)c1cc(C(C)C)sc1NC(=O)COC(=O)c1nccnc1N | 0% | 2.3 | -1.4 | 1% | -7 | -5% | -10% | -5% |
| Cc1onc(-c2ccccc2)c1C(=O)N(Cc1ccccn1)Cc1ccccn1 | -8% | -0.3 | -0.5 | 4% | 0 | 22% | 11% | 2% |
| Cc1c(NC(=O)CN2CCN(c3ccc(F)cc3)CC2)c(=O)n(-c2ccccc2)n1C | 4% | 1.6 | 1.6 | 2% | 6 | -4% | -5% | 2% |
| O=C(CSc1nnc(Cc2cc(=O)[nH]c(=O)[nH]2)n1-c1ccc(Cl)cc1)NC1CCCC1 | ? | 2.2 | -1.3 | -9% | -6 | -2% | 7% | -5% |
| Cc1ccccc1C(=O)NNC(=O)/C=C/c1ccccc1 | 2% | -0.4 | -0.4 | 14% | 6 | -3% | 8% | 5% |

Screening results (PubChem BioAssay)

The list is partial (hit frequency here may not be typical).
